# NOD2 inhibition: inhibition of NOD2-driven NF-kB reporter – cell-based, luminescence, uHTS, HEK293 (AID 1566); HEK293 NOD2/NF-kB luciferase reporter, luminescence; higher % means a stronger effect; inhibition, % at 4 µM; hits with a dose series show EC50 in µM; hit rate 0.63% among 290,000; in the data active = inhibition above about 50%; note: many of its hits are not listed in these tables
# NOD1 NF-kB reporter: NOD1 signaling inhibitors, primary screen, cell-based, luminescence, uHTS (AID 1578). NOD1-driven NF-kB luciferase reporter cells, luminescence; higher % means a stronger effect. inhibition, % at 4 µM, or EC50 in µM where a hit was titrated. hit rate 1% among 290,000; in the data active = inhibition mostly above about 36%, no sharp cut-off; inactive = mostly below about 34%;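 note: HEK-293T reporter cells stimulated with the NOD1 agonist gamma-tri-DAP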
# * hit, by the source's call. Not all compounds are listed; count on the stated rates, not on these rows.
structure | NOD2 inhibition | NOD1 NF-kB reporter
CC(C)C[C@H](NC(=O)C1CC(=O)N(c2ccc3c(c2)OCO3)C1)C(=O)NC1CCCC1 (some centres undefined) | 8% | -1%
Cc1nn(C(=O)CCCC(=O)NCc2ccccc2)c2ccccc12 | 7% | -17%
COC(=O)[C@@H](Cc1c[nH]c2ccccc12)NC(=O)CCC(=O)c1ccc(F)cc1 | 3% | -13%
COc1cccc(NC(=O)CN2C(=O)COc3ccc(C)cc32)c1 | 19% | 22%
O=C(NCC(O)c1ccccc1)c1ccc(Cl)c(S(=O)(=O)N2CCCCC2)c1 (centres undefined) | 25% | -7%
CC(=O)Nc1ccc(S(=O)(=O)NCCC(=O)Nc2ccc(C)c(F)c2)cc1 | 7% | -16%
CSc1ccc(CN2CCN(C(=O)CC(C)C)CC2)cc1 | 12% | 17%
CN1/C(=C\C(=O)c2cccc([N+](=O)[O-])c2)Sc2ccccc21 | -83% | -98%
NC(=O)CC(NC(=O)c1ccc(Br)cc1)c1ccc(NC2CCCCC2)c([N+](=O)[O-])c1 (centres undefined) | -27% | -14%
Cc1ccc(NC(=O)NCC(c2ccccc2)N(C)C)cc1 (centres undefined) | 6% | 2%
CCCN1CCC(NC(=O)CC2C(=O)NCCN2Cc2cccc(OC)c2)CC1 (centres undefined) | 1% | 0%
CCS(=O)(=O)Nc1ccc(C2=NN(C(=O)c3ccco3)C(c3cccs3)C2)cc1 (centres undefined) | -5% | 2%
O=C(O)c1cccc2c1-c1ccccc1/C2=N\Nc1ccccc1 | -55% | -10%
COc1cc(OC)c(C(=O)N(CCc2ccccc2)Cc2ccccc2)cc1OC | -1% | -6%
O=C1CCC(C(=O)N2CCCCO2)CN1Cc1cccc(F)c1 (centres undefined) | 7% | -26%
CCOC(=O)N1CCN(Cc2nc3ccc([N+](=O)[O-])cc3c(=O)n2-c2ccc(OC)cc2OC)CC1 | 13% | -7%
Cc1cc2c(cc1S(=O)(=O)N1CCCC1)n(C)c(=O)c(=O)n2C | 9% | -15%
COc1cccc(C(=O)Nc2cc(C(=O)NCc3ccc(C)cc3)ccc2N2CCC3(CC2)CC(c2ccccc2)=NO3)c1 | -23% | 58%
O=C(COC(=O)c1cncc(Br)c1)Nc1nnc(-c2ccccc2)o1 | 10% | -31%
COC(=O)c1ccc2ccccc2c1OC1OC(CO)C(O)C(O)C1NC(C)=O (centres undefined) | 2% | -39%
CC(=O)Nc1ccc(C(=O)NC2CCSc3ccccc32)cc1 (centres undefined) | -5% | -31%
COc1cccc(-n2cc(CNC(=O)C3CCC(=O)N(C4CC4)C3)cn2)c1 (centres undefined) | 7% | -11%
O=C1CSC(=Nc2ccc(Cl)cc2)N1 | -5% | -62%
CCN(C(=O)CSc1nnc(CNc2cccc(OC)c2)n1C1CCCCC1)C1CCS(=O)(=O)C1 (centres undefined) | 2% | 3%
O=C(NCc1cccc(Cl)c1)c1ccc2c(c1)OCCO2 | 1% | -42%
NC(=O)N/N=C1\c2ccccc2-c2c(C(N)=O)cccc21 | 4% | -1%
CC(=O)Nc1ccc(CN2CCC(Oc3ccc(C(=O)N4CCCC4)cc3)CC2)cc1 | 0% | 0%
Cc1ccc(S(=O)(=O)N2C(=O)CCC2C(=O)O/N=C(\N)c2ccc([N+](=O)[O-])cc2)cc1 (centres undefined) | -5% | -26%
COc1ccc(C2=NS(=O)(=O)N(C)C(C(=O)N3C(C)CCCC3C)=C2)cc1 (centres undefined) | 8% | 9%
COc1ccc(CNC2c3ccccc3-c3ccccc32)cc1OC | 20% | -20%
O=C(Cn1ncn2c(cc3ccccc32)c1=O)NCCc1cccs1 | 11% | 14%
CC(C)c1ccc(-c2c(NCCc3ccccc3)c(=O)c2=O)cc1 | 6% | 8%
O=C(Nc1cccc(Cl)c1)c1cccc(N2C(=O)C3CC=CCC3C2=O)c1 (centres undefined) | -3% | -37%
Cc1ccc(NC(=O)C2CCCN(S(=O)(=O)c3cccc4nonc34)C2)cc1 (centres undefined) | -26% | 1%
Cc1ccc(S(=O)(=O)NCc2cc(=O)n(C)c(=O)n2C)cc1C | -11% | -2%
Cc1cc(Cl)ccc1OCCCC(=O)Nc1cccc(-n2cnnn2)c1 | 22% | -2%
Cc1nc(C)c(-c2csc(Nc3ccccn3)n2)s1 | -122% | -12%
O=C1CC(c2ccc(Cl)cc2)c2c(O)cc(O)cc2O1 (centres undefined) | 9% | -2%
COc1ccc(S(=O)(=O)N2CCN(C(=O)N3CCOCC3)C2C)cc1 (centres undefined) | 14% | -21%
Cc1cc(NC(=O)c2ccccc2)no1 | -45% | -12%
COc1ccc(CNC(=O)[C@H](C)NC(=O)C2CCN(C(=O)[C@H](CCSC)NC(=O)OC(C)(C)C)CC2)cc1 | 0% | -14%
CCOC(=O)c1ccc(NC(=O)c2nc(SC)ncc2Cl)cc1 | -2% | -2%
COC(=O)CC(c1ccccc1F)N1Cc2ccccc2C1=O (centres undefined) | 18% | 6%
NS(=O)(=O)c1ccc(CCNC(=O)Cc2ccc(Cl)cc2)cc1 | 1% | -7%
COc1ccc(-c2n[nH]c(C)c2-c2ccccc2OC)c(O)c1 | 29% | 6%
CCOc1ccc2[nH]cc(C(=O)NCc3ccccc3)c(=O)c2c1 | 12% | -9%
O=C1C(c2ccccc2)NC(=S)N1C1CCCCC1 (centres undefined) | -7% | -31%
Cc1cc(NCCCOC(C)C)n2c(nc3ccccc32)c1C#N | 14% | -23%
CC(=O)c1ccc(N2CCN(C(=O)COc3ccc4c(c3)CCC4)CC2)cc1 | -26% | -19%
COc1ccc(C2=NOC(C(=O)Nc3ccc4c(c3)OCCO4)C2)cc1OC (centres undefined) | 15% | 0%
O=S(=O)(Nc1ccc2ccccc2n1)c1ccccc1Cl | 21% | -3%
Nc1[nH]c(=O)[nH]c(=O)c1N=Nc1ccccc1Cl | -1% | -3%
Cc1cccc(NS(=O)(=O)c2ccc(C(C)(C)C)cc2)n1 | 18% | -10%
COc1ccccc1/C=C/CN1CCCC(CO)(CCc2ccccc2)C1 (centres undefined) | -1% | 6%
Cc1ccc(SCCN2CCC(C(C)(C)C)CCC2=O)cc1 (centres undefined) | -12% | -36%
CCOC(=O)c1c(C)[nH]c(C)c1S(=O)(=O)N(C)CC(=O)Nc1ccccc1OC | -2% | -23%

# Further entries
structure | NOD2 inhibition | NOD1 NF-kB reporter
COc1ccc(C)cc1NC(=O)CNCc1cccs1 | 2% | -18%
O=C(O)c1ccc2c(c1)C(=O)N(c1ccc(Nc3ccccc3)cc1)C2=O | 9% | -5%
CCc1ccc(CN(Cc2cccnc2)C(=O)/C=C/c2ccc(OC)cc2)cc1 | 23% | 19%
Cc1noc(/C=C/N(C)C)c1S(=O)(=O)N1CCC(C(=O)Nc2ccc(Cl)cc2)CC1 | 6% | -21%
Cc1cccc(NC(=O)c2ccc(S(=O)(=O)N3CCCC3)cc2)c1C | 9% | -42%
CCOc1ccc(CCNS(=O)(=O)c2ccc(-c3ccc(=O)[nH]n3)o2)cc1OCC | -8% | 1%
O=C(CN(CC1CCCO1)C(=O)CNS(=O)(=O)c1ccc(F)cc1)NCc1ccccc1 (centres undefined) | 4% | 4%
CCCOC(=O)Cn1cnc2scc(-c3ccc(OC)cc3)c2c1=O | -25% | 41%

# As a working copy, some entries already given:
structure | NOD2 inhibition | NOD1 NF-kB reporter
O=C(O)c1ccc2c(c1)C(=O)N(c1ccc(Nc3ccccc3)cc1)C2=O | 9% | -5%
CCc1ccc(CN(Cc2cccnc2)C(=O)/C=C/c2ccc(OC)cc2)cc1 | 23% | 19%
Cc1noc(/C=C/N(C)C)c1S(=O)(=O)N1CCC(C(=O)Nc2ccc(Cl)cc2)CC1 | 6% | -21%
Cc1cccc(NC(=O)c2ccc(S(=O)(=O)N3CCCC3)cc2)c1C | 9% | -42%
CCOc1ccc(CCNS(=O)(=O)c2ccc(-c3ccc(=O)[nH]n3)o2)cc1OCC | -8% | 1%
O=C(CN(CC1CCCO1)C(=O)CNS(=O)(=O)c1ccc(F)cc1)NCc1ccccc1 (centres undefined) | 4% | 4%
CCCOC(=O)Cn1cnc2scc(-c3ccc(OC)cc3)c2c1=O | -25% | 41%

# Continuation:
structure | NOD2 inhibition | NOD1 NF-kB reporter
CC(=O)Oc1cccc(Nc2ncnc3ccccc23)c1 | -144% | 54%
CCOC(=O)c1ccc(N2C(=O)C=C(N3CCOCC3)C2=O)cc1 | 10% | -12%
Cc1ccc2nc(N(CCN(C)C)C(=O)c3ccc4ccccc4c3)sc2c1 | 18% | -21%
CSCCC(NC(=O)c1ccccc1)C(=O)NCCc1ccccc1 (centres undefined) | -6% | 6%
CCOC(=O)c1c(C)[nH]c(C)c1S(=O)(=O)Nc1ccc(CN2CCCCC2)cc1 | -19% | -20%
O=C1NC(Cc2ccccc2)C(=O)Nc2ccc(Br)cc21 (centres undefined) | 9% | -9%
CN(C)C(CNC(=O)CCc1c[nH]c2ccccc12)c1ccccc1 (centres undefined) | -33% | -10%
CC(C)Cc1nnc(NC(=O)c2ccc3c(=O)n4c(nc3c2)CCC4)s1 | 8% | -39%
COc1ccc(-n2nc(C(=O)NCC(=O)O)c3ccccc3c2=O)cc1 | 24% | -5%
O=C(NCc1ccccc1)C(=O)NCC1OCCN1S(=O)(=O)c1ccc(Br)cc1 (centres undefined) | 20% | -18%
CC(O)Cn1c(N2CCCC2)nc2c1c(=O)n(C)c(=O)n2C (centres undefined) | -4% | -27%
COc1ccc(OC)c(N(CC(=O)N2CCCC2)S(=O)(=O)c2ccc(C)cc2)c1 | 10% | -27%
NC(=O)c1nsc(C(=O)N(Cc2ccco2)C(C(=O)NC2CCCC2)c2ccc(O)cc2)c1N (centres undefined) | 25% | -6%
CCc1nnc2c(NCCc3ccc(OC)c(OC)c3)nc3ccccc3n12 | 12% | -3%
O=C(c1cc(COc2ccccc2)on1)N1CCCC(CN2CCOCC2)C1 (centres undefined) | 4% | -21%
CC(=O)c1ccc(NC(=O)c2onc(C)c2Cl)cc1 | -44% | -10%
O=C(Nc1ccc(S(=O)(=O)Nc2ncccn2)cc1)c1cccc(Br)c1 | -10% | -26%
O=C(CCCCCNC(=O)N1CCn2c1nc1ccccc12)N[C@H](C(=O)O)c1ccccc1 | 14% | -28%
O=C(CC1CCCC1)Nc1cccc(Br)c1 | 18% | 27%
COc1ccc(CN(C(=O)c2cc(=O)c3ccccc3o2)C2CCS(=O)(=O)C2)cc1OC (centres undefined) | -7% | 0%
O=C(CCn1ccc2cc(S(=O)(=O)N3CCCC3)ccc21)NCc1cccc(F)c1 | 7% | -15%
Cc1nc2ccc(C(=O)N3CCCC(CO)(Cc4ccc(F)cc4F)C3)cc2nc1C (centres undefined) | 14% | -6%
CNC(=O)NC(=O)C(c1ccccc1)N(C)CC1COc2ccccc2O1 (centres undefined) | 12% | -17%
O=C(NCCN1CCN(C(=O)c2ccc(F)cc2)CC1)c1ccc(F)cc1 | 14% | -36%
Cc1ccc(C(=O)N2CCN(c3ccc(NC(=O)c4cccs4)cc3)CC2)cc1 | 15% | -4%
COc1ccc(C)cc1Nc1n[n+](-c2ccccc2)c(-c2cc([N+](=O)[O-])cc(OC)c2O)s1 | -4% | 6%
Cn1cc(CN2CCCC(C(=O)Nc3cccc(-n4cccn4)c3)C2)cn1 (centres undefined) | 5% | -19%
CC(=O)Nc1ccc(NC(=O)CSc2nnnn2-c2ccccc2F)cc1 | -1% | 2%
COC(=O)c1ccc(S(=O)(=O)N2CCc3ccccc3C2)cc1 | 2% | -30%
Cc1ccc(S(=O)(=O)N(CC(=O)NCc2cccnc2)c2ccc(F)cc2)cc1 | 5% | -17%
Fc1ccccc1CN1CCN(c2ncccn2)CC1 | 0% | -31%
Cc1ccc2cc(C=O)c(N3CCOCC3)nc2c1C | -4% | -12%

# 3 entries out of the list above, ordered by the number in NOD1 NF-kB reporter, ascending.
structure | NOD2 inhibition | NOD1 NF-kB reporter
Fc1ccccc1CN1CCN(c2ncccn2)CC1 | 0% | -31%
Cn1cc(CN2CCCC(C(=O)Nc3cccc(-n4cccn4)c3)C2)cn1 (centres undefined) | 5% | -19%
CC(=O)Nc1ccc(NC(=O)CSc2nnnn2-c2ccccc2F)cc1 | -1% | 2%

# More records.
structure | NOD2 inhibition | NOD1 NF-kB reporter
CN(C)c1cc[n+](CC(=O)c2cccs2)cc1 | 16% | 21%
COc1ccc(C(=O)Nc2cccc(NC(=O)c3cccs3)c2)cc1 | 14% | -26%
COc1cccc(CCc2nnc(CCC(=O)NCCC3CCCCO3)o2)c1 (centres undefined) | 2% | -18%
CCn1c(SCC(=O)Nc2ccc3c(c2)OCO3)nnc1C(C)C | 7% | -14%
Cc1[nH]n(-c2ccccc2)c(=O)c1N=Nc1ccc(C(N)=O)cc1 | 31% | -31%
